# Assay outcomes from PubChem.
# TGFb SMAD3 inh = qHTS for Inhibitors of TGF-b | 1.2% of 410,000 active | AID 588855, 2011 | Potency, µM (series often up to 46.1 µM), without a hit: at the top dose activity, negative = inhibition, most hits filed as inhibitors | HepG2 CAGA-GFP TGF-b/SMAD3 reporter, GFP fluorescence, 18 h; TGF-beta stimulated, 500 pg/mL final; also: % is scaled to controls: 0 for no effect and ±100 for the full control effect; nearly all actives have a fitted effect of over 65% in size
#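 Inhibition was scored as loss of TGF-beta-induced (500 pg/mL final, 18 hours, 37 degrees C) GFP in HEPG2 cells carrying a CAGA-GFP reporter, in DMEM with 1% FBS. Well GFP was summed per cell; Activity was normalised to unstimulated and stimulated DMSO wells, then concentration-response fitting.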
# ATXN2 expr inh = Primary qHTS for Inhibitors of ATXN expression. 0.72% of 360,000 active. HEK-293 ATXN2-luciferase reporter, luminescence, 24 h. AID 1745845, 2022. Potency, µM (highest dose often 57 µM), for the others: at the top dose activity change, negative = inhibition, usual class: inhibitors; also: % is scaled to controls: 0 for no effect and ±100 for the full control effect; nearly all actives have a fitted effect of over 55% in size
#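 ATXN2-luciferase reporter cells (luciferase flanked by upstream and downstream ATXN2 gene portions) were treated 24 h at 37 °C with compounds at up to 57 uM. SteadyGlo luminescence gave expression; GF-AFC fluorescence gave viability.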
# Nrf2 inh = Nrf2 qHTS screen for inhibitors. A549 ARE-Fluc reporter, luciferase luminescence, 18-24 h. Potency, µM (highest dose often 46 µM), inactives show at the top dose activity change, negative = inhibition, hits mostly inhibitors. 2.1% of 360,000 active. AID 504444, 2011; also: % is scaled to controls: 0 for no effect and ±100 for the full control effect; nearly all actives have a fitted effect of over 60% in size
#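 A549 ARE_Fluc cells (5000/well, 5% FBS OPTI-MEM) pre-incubated 2 h, then treated with compounds 18-24 h at 37C/5% CO2 in concentration-response. CellTiter-Fluor viability read first; BugLite luciferase luminescence after 15 min at room temperature gives Nrf2 activity.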
# S2 tox = Viability Counterscreen for Primary qHTS for Inhibitors of ATXN expression; Potency, µM (highest dose often 56.7 µM), actives largely listed as cytotoxic; 0.49% of 400,000 active; S2 cells (HEK-293 line with an ATXN2-luciferase reporter) viability, CellTiter-Fluor protease fluorescence, 24 h; also: nearly all actives have a fitted effect of over 40% in size
# MCF10A rereplic = A quantitative high throughput screen for small molecules that induce DNA re-replication in MCF 10a normal breast cells. MCF 10A DNA re-replication, Hoechst nuclear intensity, 48 h. 2.9% of 350,000 active. Potency, µM (series often up to 46.1 µM), without a hit: top-dose activity, positive = re-replication, usual class: activators. AID 624296, 2012; also: % of control where 0% means no effect; nearly all actives have a fitted effect of over 50% in size
# EPAC2 antag = qHTS for Antagonist of cAMP-regulated guanine nucleotide exchange factor 2 (EPAC2): primary screen. Rap guanine nucleotide exchange factor 4 (Homo sapiens), Q8WZA2. EPAC2 GEF exchange of Rap1B-BODIPY-GDP, fluorescence. Potency, µM (highest dose often 114 µM), inactives show at the top dose activity, negative = inhibition, most hits filed as inhibitors. 0.18% of 360,000 active. AID 720708, 2013; also: % is scaled to controls: 0 for no effect and ±100 for the full control effect; nearly all actives have a fitted effect of over 45% in size; many of its hits are not listed in these tables
# Target sequence (Q8WZA2 whole entry, looked up): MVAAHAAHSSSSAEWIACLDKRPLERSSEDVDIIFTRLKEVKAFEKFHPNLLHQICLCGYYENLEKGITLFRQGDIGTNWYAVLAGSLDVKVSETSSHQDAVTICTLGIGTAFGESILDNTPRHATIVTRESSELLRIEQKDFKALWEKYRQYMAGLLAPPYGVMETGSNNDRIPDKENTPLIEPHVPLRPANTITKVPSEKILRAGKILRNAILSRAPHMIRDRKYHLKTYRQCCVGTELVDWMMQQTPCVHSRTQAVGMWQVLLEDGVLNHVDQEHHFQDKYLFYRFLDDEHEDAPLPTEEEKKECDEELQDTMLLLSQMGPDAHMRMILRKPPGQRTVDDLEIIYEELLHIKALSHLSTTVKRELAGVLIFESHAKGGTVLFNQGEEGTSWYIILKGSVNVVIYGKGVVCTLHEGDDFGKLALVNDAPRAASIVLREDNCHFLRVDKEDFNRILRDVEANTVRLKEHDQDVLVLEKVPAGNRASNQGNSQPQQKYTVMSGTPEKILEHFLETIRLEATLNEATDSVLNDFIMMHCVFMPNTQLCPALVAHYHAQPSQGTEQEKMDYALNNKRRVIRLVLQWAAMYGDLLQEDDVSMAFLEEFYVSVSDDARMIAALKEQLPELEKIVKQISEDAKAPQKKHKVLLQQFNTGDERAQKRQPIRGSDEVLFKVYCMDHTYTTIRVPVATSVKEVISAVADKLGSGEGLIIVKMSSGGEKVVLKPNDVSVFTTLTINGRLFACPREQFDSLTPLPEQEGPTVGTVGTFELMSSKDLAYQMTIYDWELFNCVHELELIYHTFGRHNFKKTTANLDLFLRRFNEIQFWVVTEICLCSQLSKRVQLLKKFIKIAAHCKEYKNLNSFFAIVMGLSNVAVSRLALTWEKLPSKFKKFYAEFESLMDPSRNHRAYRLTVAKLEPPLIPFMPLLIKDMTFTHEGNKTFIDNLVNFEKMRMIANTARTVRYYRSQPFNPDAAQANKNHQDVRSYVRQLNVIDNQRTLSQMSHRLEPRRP
# Nrf2 activator = qHTS of Nrf2 Activators; 0.31% of 410,000 active; Potency, µM (series often up to 46.1 µM), inactives show top-dose activation, most hits filed as activators; AREc32 ARE-luciferase reporter (MCF7-derived line), luminescence, 24 h; also: % of control where 0% means no effect; nearly all actives have a fitted effect of over 65% in size
#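 Cells of the AREc32 ARE-luciferase line are plated in OPTI-MEM containing 5% FBS and left overnight at 37 deg C. Compounds are pinned in, incubation continues 24 hr, and firefly luciferase signal is then measured.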
# HepG2 viability = qHTS for Inhibitors of TGF-b: Cytotox Counterscreen | HepG2 CAGA-GFP viability, ATP luminescence, 18 h | Potency, µM (top dose mostly 46.1 µM), for inactives: at the highest dose activity change, negative = cytotoxicity, hits mostly cytotoxic | 0.76% of 410,000 active | AID 588856, 2011; also: some results filed as inactive show a strong effect at the top dose
#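 HepG2 CAGA-GFP cells (1000/well, DMEM with 1% FBS) received compound, then TGF-beta at 500 pg/mL final, and were incubated 18 hours at 37 degrees C. Viability was read by CellTiter-Glo luminescence. Media-only wells were set as complete cell-killing and DMSO as no toxicity.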
# A549 viability = Nrf2 qHTS screen for inhibitors: counterscreen for cytotoxicity; A549 ARE-Fluc cells, CellTiter-Fluor viability, 18-24 h; AID 504648, 2011; Potency, µM (doses to about 46 µM), without a hit: top-dose activity change, negative = cytotoxicity, actives largely listed as inhibitors; 0.16% of 390,000 active; also: % is scaled to controls: 0 for no effect and ±100 for the full control effect
#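 A549 ARE-Fluc cells in 5% FBS OPTI-MEM, 5000 cells/well, rested 2 h then exposed to compounds in concentration-response for 18-24 h at 37 °C. Viability by CellTiter-Fluor fluorescence (Ex 405/Em 525) after 30 min; luciferase luminescence (BugLite, 15 min, RT) read afterwards.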
# * = called active by the depositor; i = inactive; ? = inconclusive; . = no result given; & = joins results of further samples; [ ] = another dose, or the depositor's remark. Calls follow the shape of the dose curve; as a rule, active = well fitted curve in the direction sought with a large enough effect; inconclusive = small, poorly fitted or top-dose-only effect, or another doubt; inactive = no such curve, though single readings can be large; an effect the other way counts as inactive or inconclusive. Potency is read from the fitted curve at half-maximal effect. A portion of the library; rates above refer to the full screens.
SMILES,TGFb SMAD3 inh,ATXN2 expr inh,Nrf2 inh,S2 tox,MCF10A rereplic,EPAC2 antag,Nrf2 activator,HepG2 viability,A549 viability
CCCCc1nnc(NC(=O)C(C)Sc2nc(C)cc(=O)[nH]2)s1 (centres undefined),7%,-10%,-13%,i,9%,0%,-0.4%,0%,9%
C#CC[N+](C)(C)CCCCCCCCCC,?,?,?,i,?,8%,-0.6%,-37%,-6%
CC1CCCCN1Cc1c(O)ccc2c(=O)c(-c3ccc(Cl)cc3)c(C(F)(F)F)oc12 (centres undefined),1%,12%,2%,i,.,.,-1.4%,-3%,8%
CCCCn1nc(C(=O)N(C)Cc2nc3ccccc3c(=O)[nH]2)c2ccccc2c1=O,5%,.,.,?,.,18%,-1.1%,-3%,.
O=C(C[n+]1ccc2ccccc2c1)c1ccccc1,2%,24%,1%,i,10%,-1%,8.9%,-1%,-2%
COc1cc(/C=C/c2[nH]c(=O)[nH]c(=O)c2[N+](=O)[O-])ccc1OCCC(C)C,17%,-9%,-8%,i,?,-3%,-0.3%,-24%,-16%
CCN(CC)S(=O)(=O)c1ccc(C(=O)Nc2ccc(Cc3ccncc3)cc2)cc1,-7%,?,21µM*,i,?,-16%,1.4%,-9%,0%
Cc1cc(C)c(Cn2c(=O)n(CCCC(=O)NCc3ccco3)c(=O)c3sccc32)c(C)c1,-1%,-10%,-30%,i,25%,15%,-0.3%,-22%,-12%
CCOC(=O)C1=C(C)NC(=O)NC1c1cn(-c2ccccc2)nc1-c1cccs1 (centres undefined),?,-7%,?,i,?,-10%,3.6%,-22%,-16%
CCOCCCNS(=O)(=O)c1ccc(NC(=O)c2ccc(OC)c([N+](=O)[O-])c2)cc1,-14%,7%,12%,i,11%,-14%,-0.7%,-80%,1%
O=C(CCc1nc(-c2cccs2)no1)Nc1ccc([N+](=O)[O-])cc1,?,-33%,-5%,?,.,.,0.2%,-22%,-9%
O=C(c1cc(-c2ccccc2)n[nH]1)N1CCN(S(=O)(=O)c2ccccc2)CC1,10%,4%,-19%,i,4%,4%,-0.3%,-11%,1%
Cc1ccc(SCCN2CCN(CCc3ccccc3)CCC2=O)cc1,?,4%,-14%&2%,i,28%,-16%,4.4%,-21%&-19%,1%&4%
c1ccc(Cc2nn[nH]n2)cc1,2%,-8%,-5%,i,-1%,-4%,-0.6%,15%,-2%
CCc1c(C(=O)Nc2cc(C)cc(C)c2)[nH]c(C)c1C(C)=O,15%,18%,?,?,4%,12%,0.5%,-8%,-11%
NC(=O)COc1ccc(/C=N\NC(=O)CC(=O)NCCc2ccccc2)cc1,13%,-18%,-3%,i,-17%,21%,-2.0%,-34%,0%
O=C(CC1N=C2c3ccccc3N=C(SCc3ccc(Cl)cc3)N2C1=O)NCc1cccs1 (centres undefined),5%,.,.,.,.,.,3.0%,2%,1%
O=C(O)CNC(=O)C(c1ccccc1)c1ccccc1,-8%,1%,0%,i,-13%,-1%,0.0%,-9%,0%
COc1ccc(-n2cc(C(=O)NCc3cccc(OC)c3)c3ccccc3c2=O)cc1,5%,.,-10%,.,.,.,-0.3%,7%,15%
COc1ccc(/C=N/NC(=O)CCSc2nc3ccccc3s2)cc1OC,0%,-13%,?,i,?,-6%,-0.1%,3%,?
O=C(CCN1CCOCC1)Nc1cc(C(=O)Nc2ccccc2F)ccc1N1CC2CC(C1)c1cccc(=O)n1C2 (centres undefined),2%,14%,-18%,i,-2%,-2%,-0.3%,5%,0%
NC(=O)C1(N2CCCCC2)CCN(C2CC(=O)N(Cc3ccc(N4CCCC4=O)cc3)C2=O)CC1 (centres undefined),-8%,1%,-5%,i,11%,7%,-0.1%,-4%,2%
Cc1ccc(S(=O)(=O)N(C)c2ccc(OC(=O)c3cccs3)cc2)cc1C,-17%,.,61%,.,-4%,-8%,-0.1%,-17%,-3%
COc1ccc(CNC(=O)c2ccc3nccnc3c2)cc1,-1%,-4%,3%,i,?,11%,-0.6%,2%,-4%
Cc1cccc(N(CC(=O)N/N=C/c2cc([N+](=O)[O-])ccc2Cl)S(C)(=O)=O)c1C,?,-1%,.,i,-1%,-9%,18%,-1%,-1%
# Other entries:
SMILES,TGFb SMAD3 inh,ATXN2 expr inh,Nrf2 inh,S2 tox,MCF10A rereplic,EPAC2 antag,Nrf2 activator,HepG2 viability,A549 viability
COc1ccc(/C(C)=N/NC(=O)CNC(=O)CCc2ccccc2)c(OC)c1,-12%,-6%,-4%,?,?,10%,-0.5%,1%,?
CC1CN(CCc2ccccc2)c2nc3c(c(=O)n(C)c(=O)n3C)n2C1 (centres undefined),6%,.,6%,i,5%,1%,-0.2%,-1%,2%
c1cnc(N2CCSCC2)nc1,-12%,5%,15%,i,3%,1%,3.1%,-4%,4%
CC1(Oc2cccc(F)c2)CCN(Cc2csc3ccccc23)C1 (centres undefined),-17%,5%,.,i,.,9%,-0.3%,-40%,.
O=S(=O)(NCC1CCCO1)c1cnc(Cl)c(Cl)c1 (centres undefined),-8%,-12%,-33%,i,7%,-5%,14%,-5%,-12%
N=c1ncn(CC(O)CN2CCOCC2)c2nc(N3CCOCC3)[nH]c12 (centres undefined),-1%,2%,8%,i,0%,7%,-0.5%,-17%,-3%
COc1ccc([N+](=O)[O-])cc1NC(=O)CSc1ccc2ccccc2c1,-11%,-23%[11.3 µM],18µM*,i,?,-2%,?,-1%,-16%
Cc1ccccc1CNC(=O)c1ccc(CSc2nc3cccnc3n2Cc2ccccc2)cc1,-14%,-19%,-21%,?,.,.,4.3%,-34%,-4%
COCCNc1nc(Oc2cccc(NC(C)=O)c2)c2sc(-c3ccccc3)cc2n1,?,0%,.,?,.,-2%,0.3%,-58%,.
CCOC(=O)c1cn(CC)c2cc(N3CCN(C)CC3)c(F)cc2c1=O,5%,.,-21%,?,-12%,-3%,0.6%,10%,0%
Cn1nc(C(=O)OCC(=O)Nc2cccc(S(=O)(=O)N3CCCC3)c2)c2ccccc2c1=O,-7%,.,6%,i,2%,?,0.0%,19%,7%
CCC(Oc1ccc2ccccc2c1)C(=O)O (centres undefined),5%,3%,.,i,1%,-1%,2.8%,14%,-2%
O=C(O)c1cccc(OCCN2CCCC2=O)c1,8%,-8%,19%,?,-1%,5%,-0.2%,7%,-3%
CN(C1CCCCC1)S(=O)(=O)c1ccccc1,?,-7%,9%,i,4%,-1%,-0.1%,-24%,-3%
O=C1CC2c3ccccc3C1C1C(=O)N(CCO)C(=O)C21 (centres undefined),?,14%,-12%,i,1%,12%,-1.1%,-8%,6%
CC1C(=O)N2CCCc3cc(NS(=O)(=O)c4ccc([N+](=O)[O-])cc4)cc1c32 (centres undefined),-13%,-5%,-27%,i,5%,-4%,0.7%,1%,-6%
CCN(C(=O)Nc1cccc(Cl)c1)c1ccccc1,-15%,-18%,-3%,i,?,2%,-0.5%,-2%,-6%
COc1ccc(C(=O)C2CCCN(C(=O)C3CCOCC3)C2)cc1OC (centres undefined),11%,.,1%,i,-5%,9%,0.2%,7%,-3%
CCOc1ccc(OCCSc2nc(N)cc(=O)[nH]2)cc1,-5%,-6%,?,i,-2%,-1%,1.8%,5%,-9%
CCc1nc(SCC(=O)c2ccc(Cl)s2)c2oc3ccccc3c2n1,28%,-2%,?,i,?,-2%,23%,-6%,-8%
COc1ccc(-c2[nH]c(-c3ccc(F)cc3)nc2SCC(=O)NCc2ccco2)cc1OC,-20%,0%,-15%,i,-1%,21%,0.7%,-19%,12%
c1cncc(-c2nnc3sc(-c4ccco4)nn23)c1,-14%,-4%,?,i,0%,24%,5.9%,2%,-2%
Cc1ccc2c(c1)C(=O)C(=O)N2CC1COc2ccccc2O1 (centres undefined),?,-5%,8%,i,?,-19%,4.5%,-50%,6%
Cc1cccc(Nc2nnc(SCC(=O)Nc3ccccc3[N+](=O)[O-])s2)c1C,?,8%,-13%,i,6%,2%,3.0%[9.22 µM],-30%,-1%
C=CCOC(=O)C(=O)/C=C/c1coc2ccccc2c1=O,-7%,-6%,-14%,.,?,5%,0.1%,-31%,-5%
# (continued)
SMILES,TGFb SMAD3 inh,ATXN2 expr inh,Nrf2 inh,S2 tox,MCF10A rereplic,EPAC2 antag,Nrf2 activator,HepG2 viability,A549 viability
CCOC(=S)N/C(=N\S(=O)(=O)c1ccc(C)cc1)c1ccccc1,-6%,3%,10%,i,-8%,2%,-0.7%,-34%,0%[1.84 µM]
O=C(Nc1c(S(=O)(=O)c2ccccc2)csc1Br)c1ccccc1Cl,11%,-8%,4%,i,-3%,0%,0.1%,-9%,18%
O=C(Cn1cc2c(n1)CCCCC2)N1CCCCC1,1%,24%,18%,i,-2%,-4%,0.0%,-17%,-11%
CCOC1=C2[C@H](c3ccccc3)N(S(=O)(=O)c3ccccc3)C[C@H]2n2c(=O)n(-c3ccccc3)c(=O)n2C1,?,9%,.,i,.,10%,0.2%,-19%,.
CC1(C)CC(=O)C=C(NCCN2CCN(C(=S)Nc3ccc(F)cc3)CC2)C1,1%,10%,3%,i,29%,0%,-0.6%,2%,0%
CCCc1cc(=O)[nH]c(SCC(=O)Nc2cc(S(=O)(=O)N3CCOCC3)ccc2N(CC)CC)n1,-2%,-15%,19%,i,-5%,-2%,0.1%,-3%,3%
COc1cccc(CNC(=O)C2CCN(C(=O)N(C)C)CC2)c1,17%,-7%,9%,i,3%,-5%,-0.4%,3%,-9%
